PAX8 inh HTS – inhibitors of PAX8-driven TPO luciferase reporter, primary screen, RMG-I cells, single concentration. SteadyGlo, 24 h. inhibition, % at 12.6 µM. 360,000 compounds, 1.2% hits. AID 652154, 2013;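 active = mean replicate inhibition at least 60% with every replicate also reaching 60%; inconclusive = only one of the two criteria is met; inactive = mean below 60% and not all replicates reaching 60%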;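 note: luciferase light reporting Pax8 driven TPO promoter activity; plate controls were median of neutral control wells for no effect and mitoxantrone controls for full effect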
DENV2 CPE rescue – inhibitors of DENV2 cytopathic effect, primary screen, cell-based, plate reader, single concentration. 350,000 compounds, 1.7% hits. DENV2-infected cells, cytopathic effect rescue. CPE inhibition, % at 9.99 µM. AID 651640, 2012; in the data active = CPE inhibition above about 20%, passing the limit was not always enough; inconclusive = no clear call, values can overlap the other calls; tested in BHK-21 cells;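 note: 0% = median of neutral control wells and 100% = median of positive control wells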
SIRT5 block – SIRT5 desuccinylase inhibitors, primary screen, biochemical, fluorescence imaging, single point, set 5. Purified SirT5, succinyl-peptide AMC, trypsin-coupled fluorescence. AID 652115, 2013. 330,000 compounds, 1.1% hits. NAD-dependent protein deacylase sirtuin-5, mitochondrial (Homo sapiens), Q9NXA8. inhibition, % at 15 µM; in the data active = inhibition above about 15%; inconclusive = no clear call, values can overlap the other calls
Target sequence (Q9NXA8 whole entry, looked up): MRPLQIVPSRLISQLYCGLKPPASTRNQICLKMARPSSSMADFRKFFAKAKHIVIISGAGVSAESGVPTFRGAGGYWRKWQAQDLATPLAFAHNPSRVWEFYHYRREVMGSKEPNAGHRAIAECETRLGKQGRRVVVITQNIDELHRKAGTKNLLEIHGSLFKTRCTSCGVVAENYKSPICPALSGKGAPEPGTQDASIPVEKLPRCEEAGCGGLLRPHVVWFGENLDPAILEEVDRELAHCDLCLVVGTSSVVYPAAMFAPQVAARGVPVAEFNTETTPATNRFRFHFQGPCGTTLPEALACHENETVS
ARNT-TACC3 inh – disruptors of ARNT/TACC3 protein interaction, primary screen, biochemical, AlphaScreen, single concentration; 390,000 compounds, 0.66% hits; inhibition, % at 9.99 µM; Transforming acidic coiled-coil-containing protein 3 (Homo sapiens), Q9Y6A5; AlphaScreen His-ARNT PAS-B/GST-TACC3 binding, luminescence; TACC3 fragment carries E629A point mutation;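 active = mean inhibition of replicates at least 50% and at least half of replicates each reaching 50%; inconclusive = half or more replicates reach 50% but mean below 50%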;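 note: 0% = complete ARNT plus TACC3 wells and 100% = ARNT alone without TACC3; many hits fall short of the cut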
LGR2 antag – inhibitors of bursicon-induced LGR2 CRE-luciferase signal, primary screen, cell-based, HEK293, CRE-luciferase reporter, bursicon stimulation. Drosophila bursicon receptor LGR2 (rickets). bursicon-stimulated, 4 h. inhibition, % at 9.99 µM. 380,000 compounds, 0.35% hits. AID 720647, 2013;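 active = drop in luminescence signal, shown as inhibition above about 50% in the replicate tests, limit read from the data, passing the limit was not always enough; inconclusive = probably only some replicates passing the limit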;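 note: agonist challenge used bursicon conditioned medium at about half maximal strength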
Casp6 inh – human caspase-6 inhibitors, primary screen, biochemical, VEID-R110 fluorescence, single point, set 2; P55212; purified caspase-6, Z-VEID-R110 cleavage fluorescence; inhibition, % at 12.5 µM; 350,000 compounds, 0.53% hits;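 active = mean inhibition across replicates at least about 35%, with every replicate also reaching that limit, limit read from the data; inconclusive = only one of the two criteria met; inactive = neither criterion met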;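 note: 0% = median of neutral control wells and 100% = no fluorescence left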
Target sequence (P55212 24-179 limits assumed): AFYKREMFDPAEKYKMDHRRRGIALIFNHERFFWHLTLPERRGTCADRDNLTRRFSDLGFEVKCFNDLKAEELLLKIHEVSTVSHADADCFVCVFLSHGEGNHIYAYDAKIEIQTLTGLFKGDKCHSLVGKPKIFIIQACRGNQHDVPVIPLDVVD
Target sequence (P55212 194-293 limits assumed): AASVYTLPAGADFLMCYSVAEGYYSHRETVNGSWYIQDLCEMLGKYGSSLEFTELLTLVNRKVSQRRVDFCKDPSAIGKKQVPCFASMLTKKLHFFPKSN
EWS-Fli inh – EWS/Fli-driven NR0B1 reporter inhibitors, primary screen, A673 cells, NR0B1 luciferase, luminescence, MLPCN library. 350,000 compounds, 0.67% hits. viability-normalised. inhibition, % at 12.6 µM;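 active = mean inhibition of at least 50% after viability correction, with every replicate also passing that limit; inconclusive = mean reaches 50% but only one of two replicates passes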;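 note: firefly luciferase signal divided by Alamar Blue viability fluorescence both relative to DMSO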
* hit, by the source's call; & = joins results of further samples. Outcome played no part in choosing rows (roughly 4.9% active in at least one column).

Cc1ccc(C)c(S(=O)(=O)N2CCC3(CC2)OCCO3)c1 was read as PAX8 inh HTS -2, DENV2 CPE rescue -1, SIRT5 block -3, ARNT-TACC3 inh -4, LGR2 antag 0, Casp6 inh -13 and EWS-Fli inh 10.
`CN1C(=O)c2cc(NC(=O)c3cnccn3)ccc2OC[C@@H]2O[C@@H](CC(=O)N[C@@H]3CCN(Cc4ccccc4)C3)CC[C@H]21` gave PAX8 inh HTS -16, DENV2 CPE rescue -13, ARNT-TACC3 inh 4, LGR2 antag -7, Casp6 inh 1 and EWS-Fli inh 2.
COc1cccc(NC(=O)COC(=O)Cc2ccccc2[N+](=O)[O-])c1 was read as PAX8 inh HTS -7, DENV2 CPE rescue -6, SIRT5 block 4, ARNT-TACC3 inh 0, LGR2 antag 4, Casp6 inh -4 and EWS-Fli inh -1.
Screening Cc1nc(N)sc1C(=O)N1N=N1 returned PAX8 inh HTS -38, DENV2 CPE rescue 0, SIRT5 block -3, ARNT-TACC3 inh 0, LGR2 antag -2, Casp6 inh 1 and EWS-Fli inh -9.
Screening Cc1ccc(-n2nc(C)c(C(=O)O)n2)c(C)c1 returned PAX8 inh HTS 0, ARNT-TACC3 inh -2 and LGR2 antag -9.
Screening COc1cccc(CNC(=O)[C@H]2CCCN2C(=O)[C@H]2CCCN2C(=O)c2cc(F)cc(F)c2)c1 returned PAX8 inh HTS 10, DENV2 CPE rescue 0, LGR2 antag -11, Casp6 inh 3 and EWS-Fli inh -14.
`CCOC(=O)[C@]12CCCC=C1N(Cc1ccc(Cl)cc1Cl)C(=O)[C@H](CC(=O)N1CCN(C(=O)c3ccco3)CC1)C2` gave PAX8 inh HTS 31, DENV2 CPE rescue 5, SIRT5 block 3, LGR2 antag 17, Casp6 inh 5 and EWS-Fli inh 8.
For O=C(CCc1nnc(CCC2CCCCC2)o1)NCCc1cccnc1 the results were PAX8 inh HTS -9, DENV2 CPE rescue 2, SIRT5 block -2, ARNT-TACC3 inh -4, LGR2 antag -5, Casp6 inh 0 and EWS-Fli inh 6.
Screening COc1ccc(Cl)cc1NC(=O)c1nnn(CC(=O)Nc2ccc3c(c2)OCO3)c1N returned PAX8 inh HTS -103, DENV2 CPE rescue 3, SIRT5 block -4, ARNT-TACC3 inh 12, LGR2 antag -8, Casp6 inh 0 and EWS-Fli inh -5.
Cc1ccc(NS(=O)(=O)c2ccc(OCC(=O)NCc3ccncc3)cc2)cc1 was read as PAX8 inh HTS 2, ARNT-TACC3 inh -2 and LGR2 antag 23.
For Cc1cccc(OC(=O)CCN2C(=O)C3C4C=CC(C5CC45)C3C2=O)c1C (stereo not given) the results were PAX8 inh HTS 10, DENV2 CPE rescue -3, SIRT5 block 1, ARNT-TACC3 inh 13, LGR2 antag 4, Casp6 inh -2 and EWS-Fli inh -3.
CCNC(=O)C[C@@H]1CC[C@H]2[C@@H](COC[C@H](O)CN2C(=O)C2CCCC2)O1 was read as PAX8 inh HTS 7, DENV2 CPE rescue -12, SIRT5 block -3, ARNT-TACC3 inh 9, LGR2 antag 13, Casp6 inh -2 and EWS-Fli inh -2.
`C=CC(=O)NCCCc1cc(C(C)(C)C)c(O)c(C(C)(C)C)c1` gave PAX8 inh HTS 0, DENV2 CPE rescue 0, SIRT5 block -2, ARNT-TACC3 inh -2, LGR2 antag 27, Casp6 inh 4 and EWS-Fli inh 15.
Screening Nc1nc(SCn2nnc3ccccc3c2=O)n[nH]1 returned PAX8 inh HTS -3, DENV2 CPE rescue 9, SIRT5 block 0, ARNT-TACC3 inh -2, LGR2 antag -49, Casp6 inh -5 and EWS-Fli inh 6.
For O=C(Nc1nc(-c2ccc3c(c2)OCO3)cs1)C1CC1 the results were PAX8 inh HTS -208, DENV2 CPE rescue -10, SIRT5 block -2, ARNT-TACC3 inh 4, LGR2 antag -87, Casp6 inh -2 and EWS-Fli inh -147.
CO[C@H]1CN(C)C(=O)c2cc(C#N)ccc2OC[C@@H]2O[C@@H](CC[C@H]2OC)CCN(C)C(=O)[C@@H]1C was read as PAX8 inh HTS 6, DENV2 CPE rescue -5, SIRT5 block -3, ARNT-TACC3 inh -16, LGR2 antag -15, Casp6 inh -127 and EWS-Fli inh -13.
`O=C1CN(C(=O)NCC(=O)N[C@H](C(=O)O)c2ccccc2)c2ccccc2N1` gave PAX8 inh HTS -16, DENV2 CPE rescue 9, SIRT5 block 18*, ARNT-TACC3 inh -7, LGR2 antag -1, Casp6 inh 28 and EWS-Fli inh 3.
`COc1ccccc1Nc1nc(N)nc(CSC(=S)N2CCOCC2)n1` gave PAX8 inh HTS 11, DENV2 CPE rescue 0, SIRT5 block -4, ARNT-TACC3 inh 1, LGR2 antag -12, Casp6 inh 1 and EWS-Fli inh -39.
For C[C@H](CO)N1C[C@H](C)[C@@H](CN(C)S(=O)(=O)c2cccs2)Oc2ccc(NC(=O)Cc3ccccc3)cc2C1=O the results were PAX8 inh HTS 13, DENV2 CPE rescue 4&-7, SIRT5 block 3, ARNT-TACC3 inh -4, LGR2 antag -18&-14, Casp6 inh 0&-2 and EWS-Fli inh 1&1.
For Cc1ccc(NC(=O)c2cccnc2)cc1C the results were PAX8 inh HTS -53, DENV2 CPE rescue inconclusive, SIRT5 block -3, ARNT-TACC3 inh -4, LGR2 antag -20, Casp6 inh -1 and EWS-Fli inh -26.
COc1ccc(S(=O)(=O)Nc2ccc3c(c2)C(=O)N([C@H](C)CO)C[C@H](C)[C@@H](CN(C)C(=O)Cc2ccccc2)OCCCC[C@H](C)O3)cc1 was read as PAX8 inh HTS 5, DENV2 CPE rescue -3, SIRT5 block 10, ARNT-TACC3 inh 16, LGR2 antag -13, Casp6 inh -2 and EWS-Fli inh 5.
Screening COc1ccc(N2CCN(S(=O)(=O)c3cc4c(cc3C)NC(=O)CO4)CC2)cc1 returned PAX8 inh HTS -2, DENV2 CPE rescue 7, SIRT5 block -3, ARNT-TACC3 inh -3, LGR2 antag -1, Casp6 inh -2 and EWS-Fli inh -4.
For O=C(C[C@@H]1CC[C@@H]2[C@H](COC[C@@H](O)CN2Cc2ccc(Oc3ccccc3)cc2)O1)N1CCN(c2ccccc2)CC1 the results were PAX8 inh HTS 46, DENV2 CPE rescue -2, SIRT5 block 11, ARNT-TACC3 inh 1, LGR2 antag 12, Casp6 inh 1 and EWS-Fli inh 8.
Screening COc1ccc(S(=O)(=O)Nc2ccc3c(c2)CC(=O)N([C@H](C)CO)C[C@@H](C)[C@@H](CN(C)S(C)(=O)=O)O3)cc1 returned PAX8 inh HTS -54, DENV2 CPE rescue -1, SIRT5 block 2, ARNT-TACC3 inh -54, LGR2 antag -2, Casp6 inh -1 and EWS-Fli inh -8.
For C1CCN(CCCNC2C3CC4CC(C3)CC2C4)C1 (stereo not given) the results were PAX8 inh HTS 23, DENV2 CPE rescue 2, SIRT5 block 1, ARNT-TACC3 inh 4, LGR2 antag 5, Casp6 inh -54 and EWS-Fli inh 3.
`O=C(C[C@H]1C=C[C@@H](NC(=O)Nc2cccc(F)c2)[C@@H](CO)O1)NCC1CCCCC1` gave PAX8 inh HTS 9, DENV2 CPE rescue -2, SIRT5 block -1, ARNT-TACC3 inh 2, LGR2 antag 9, Casp6 inh 2 and EWS-Fli inh -2.
`CC1Sc2ccc(S(=O)(=O)CCC(=O)N3CCCC3)cc2NC1=O` (stereo not given) gave PAX8 inh HTS 1, DENV2 CPE rescue 0, SIRT5 block -1, ARNT-TACC3 inh 1, LGR2 antag 1, Casp6 inh 4 and EWS-Fli inh -5.
CN1/C(=C\C(=O)Nc2ccc(Cl)cc2)C(C)(C)c2ccccc21 was read as PAX8 inh HTS 9, SIRT5 block 5, ARNT-TACC3 inh 9, LGR2 antag -16, Casp6 inh -2 and EWS-Fli inh -6.
`CCOC(=O)c1ccc(N2CCOCC2)c(NS(=O)(=O)c2ccc(F)cc2)c1` gave PAX8 inh HTS 12, DENV2 CPE rescue 11, SIRT5 block 2, ARNT-TACC3 inh 3, LGR2 antag -10, Casp6 inh 2 and EWS-Fli inh 4.
For CCCCn1c(N)c(N(CCOC)C(=O)c2ccc3c(c2)C(=O)N(c2ccccc2C)C3=O)c(=O)[nH]c1=O the results were PAX8 inh HTS -38, DENV2 CPE rescue -4, SIRT5 block -1, ARNT-TACC3 inh -3, LGR2 antag 1, Casp6 inh 1 and EWS-Fli inh -1.
For O=C(NCC[C@@H]1CC[C@@H](NS(=O)(=O)c2ccccc2)[C@H](CO)O1)c1cc(Cl)cc(Cl)c1 the results were PAX8 inh HTS 12, DENV2 CPE rescue -1, SIRT5 block 0, ARNT-TACC3 inh 2, LGR2 antag 16, Casp6 inh 0 and EWS-Fli inh -4.
For Cc1ccc(SCCNC(=O)c2ccc(C)c(S(=O)(=O)Nc3ccccc3C)c2)cc1 the results were DENV2 CPE rescue 3, SIRT5 block -1, ARNT-TACC3 inh 17, LGR2 antag 2, Casp6 inh 8 and EWS-Fli inh 11.
`C[C@H]1CN([C@@H](C)CO)C(=O)Cc2cc(NC(=O)Cc3ccccc3)ccc2O[C@@H]1CN(C)C(=O)NC1CCCCC1` gave PAX8 inh HTS 1, DENV2 CPE rescue -6, LGR2 antag -11, Casp6 inh 0 and EWS-Fli inh 1.
For COc1ccc(S(=O)(=O)Nc2ccc3c(c2)C(=O)N([C@@H](C)CO)C[C@H](C)[C@@H](CN(C)S(=O)(=O)c2ccc(F)cc2)OCCCC[C@@H](C)O3)cc1 the results were PAX8 inh HTS inconclusive, DENV2 CPE rescue 10, SIRT5 block 12, ARNT-TACC3 inh 10, LGR2 antag 13, Casp6 inh 0 and EWS-Fli inh -4.
For COC(=O)c1cccc(NC(=O)c2cnn(C)c2)c1 the results were PAX8 inh HTS 8, DENV2 CPE rescue 5, SIRT5 block -6, ARNT-TACC3 inh -4, LGR2 antag -15, Casp6 inh 3 and EWS-Fli inh -9.
COc1ccc(/C([O-])=C(/C(=S)Nc2ccc(C)c(C)c2)n2c[n+](C)c3ccccc32)cc1OC was read as PAX8 inh HTS 15, DENV2 CPE rescue 0, SIRT5 block -3, ARNT-TACC3 inh 7, LGR2 antag 4, Casp6 inh -5 and EWS-Fli inh 0.
O=C(CNC(=O)c1ccc(S(=O)(=O)N2CCCC2)cc1)N/N=C/c1c(Cl)cccc1Cl was read as PAX8 inh HTS 16, ARNT-TACC3 inh 0 and LGR2 antag -1.
CN(C(=O)CN1C(=O)NC(C)(CCc2ccccc2)C1=O)c1ccccc1 (stereo not given) was read as PAX8 inh HTS -9, DENV2 CPE rescue -4, SIRT5 block 0, ARNT-TACC3 inh 0, LGR2 antag 4, Casp6 inh -3 and EWS-Fli inh 1.
`C[C@H]1CN([C@@H](C)CO)C(=O)c2cccc(NC(=O)c3nc4ccccc4s3)c2O[C@@H]1CN(C)C(=O)Nc1ccccc1` gave PAX8 inh HTS 12, DENV2 CPE rescue 4, SIRT5 block 2, ARNT-TACC3 inh -14, LGR2 antag 27, Casp6 inh 2 and EWS-Fli inh -9.
Cc1ccc(C(=O)OCC(=O)N(C)c2ccccc2)cc1C was read as PAX8 inh HTS -16, DENV2 CPE rescue 12, SIRT5 block -2, ARNT-TACC3 inh -24, LGR2 antag 22, Casp6 inh -1 and EWS-Fli inh -16.
`Cc1ccc(CNC(=O)CN2C(=O)NC3(CC(C)CC(C)(C)C3)C2=O)cc1` (stereo not given) gave PAX8 inh HTS 3, DENV2 CPE rescue -4, SIRT5 block 2, ARNT-TACC3 inh -2, LGR2 antag -8, Casp6 inh 0 and EWS-Fli inh 2.
